Source: PubChem BioAssay
PhoP inhibition – inhibitors of PhoP regulon expression, primary screen, Salmonella Typhimurium, GFP reporter (AID 1863). 0.16% of 300,000 active. S. Typhimurium PhoP-regulated promoter GFP reporter, 4 h; higher % means a stronger effect. inhibition, % at 50 µM; hits with a dose series show IC50 in µM;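 active means inhibition over 29.93%, a cutoff 3 SD above the screen mean, later confirmed by dose response; inconclusive means inhibition over 29.93% but no dose response follow-up; inactive means inhibition at most 29.93% or unconfirmed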;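 further: 0% = low Mg2+ inducing control and 100% = high Mg2+ repressing control; strong numbers were not always called active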
human PMI inhibitors – human PMI inhibitors, high substrate, primary screen, biochemical, fluorescence intensity, high mannose 6-phosphate (AID 1220) | Mannose-6-phosphate isomerase (Homo sapiens) | recombinant PMI enzyme, coupled fluorescence intensity; higher % means a stronger effect | inhibition, % at 20 µM, or IC50 in µM where a hit was titrated | 0.66% of 190,000 active
ER stress rescue – rescue of cells from ER stress-induced death, primary screen, 384-well, CSM14.1, thapsigargin, ATP luminescence (AID 1222); one-dose cellular ATP content (survival), % at 20 µM; EC50 in µM for titrated hits; CSM14.1 thapsigargin-induced death rescue, ATP luminescence; higher % means a stronger effect; 190,000 tested, under 10 active;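 active means EC50 below 50 µM in the dose-response confirmation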;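 further: death triggered by thapsigargin at about 15 µM added after 2 h compound pretreatment; cell ATP read after overnight thapsigargin exposure of roughly 18 to 22 hours; normalized against plate controls of thapsigargin alone and 5% DMSO vehicle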
Ins promoter up – insulin promoter activators in MIN6 cells, imaging, high-content screening, mouse beta cells; AID 1625, 2009; z-score at 5 µM; MIN6 insulin promoter-GFP reporter; active compounds read high; 0.3% of 190,000 active;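 active means z-score above 3 at 5 µM with at least 500 cells counted in the well; inconclusive means wells under 500 cells, flagged as cytotoxic or low count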
TNAP activators – human TNAP enzyme activators, primary screen, biochemical, luminescent, no phosphate acceptor, uHTS (AID 1001); 0.03% of 200,000 active; activation fold at 20 µM; hits with a dose series show EC50 in µM; purified TNAP, luminescent activation assay, no phosphate acceptor; higher activation fold means a stronger effect; in the data active means activation fold from about 3, or a potency from the dose series; inactive means the rest, 99 in 100 with activation fold below about 1.6; further: many of its hits are not listed in these tables
human PMI inhibition – inhibitors of human PMI, primary screen, biochemical, fluorescence intensity, coupled assay (AID 1209); Mannose-6-phosphate isomerase (Homo sapiens); purified PMI enzyme, coupled fluorescence intensity; higher % means a stronger effect; one-dose inhibition, % at 20 µM; IC50 in µM for titrated hits; 0.42% of 190,000 active;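 further: plate controls were DMSO vehicle for no effect and wells lacking substrate for full effect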
West Nile antiviral – West Nile virus antiviral activity, cell-based, CPE readout (AID 1621) | West Nile virus-infected cells, CPE inhibition; higher % means a stronger effect | one-dose CPE inhibition, % at 10 µM; IC50 in µM for titrated hits | 0.02% of 290,000 active; in the data active means a potency from the dose series; inconclusive means CPE inhibition mostly from about 3.7% at the one dose, without a potency; inactive means the rest, 99 in 100 with CPE inhibition below about 2.2%; further: strong numbers were not always called active
RSV CPE inhibition – RSV antiviral activity via CPE protection, HEp-2 cells, primary 10 µM value included (AID 2391). HEp-2 cells, RSV-induced CPE inhibition; higher % means a stronger effect. CPE inhibition, % at 10 µM; hits with a dose series show IC50 in µM. 0.13% of 310,000 active; in the data active means a potency from the dose series; inconclusive means CPE inhibition mostly from about 23% at the one dose, without a potency; inactive means the rest, 99 in 100 with CPE inhibition below about 21%; further: strong numbers were not always called active
Large T inhibition – SV40 large T antigen inhibitors, biochemical (AID 1903) | SV40 large T antigen ATPase/helicase inhibition assay; higher % means a stronger effect | inhibition, % at 20 µM; hits with a dose series show IC50 in µM | 0.39% of 310,000 active; in the data active means a potency from the dose series; inconclusive means inhibition mostly from about 32% at the one dose, without a potency; inactive means the rest, 99 in 100 with inhibition below about 32%; further: strong numbers were not always called active
Ins promoter up cell count – further read-out of Ins promoter up, marked with its call; cell count; measured here: cytotoxicity, nuclei count;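 total cells summed across four imaged fields per well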
Numbers without * were called inactive; ? = inconclusive; · = not tested or not shown. Unless noted, no stated cut-off is given here; in the data, active means inhibition above about 50%; inactive means the rest. This is a random part of the collection; overall some 1.5% were active at least once.

SMILES | PhoP inhibition | human PMI inhibitors | ER stress rescue | Ins promoter up | Ins promoter up cell count | TNAP activators | human PMI inhibition | West Nile antiviral | RSV CPE inhibition | Large T inhibition
COc1ccc(OCC(O)CNC(=O)c2ccc(OC)cc2)cc1 (centres undefined) | 3% | -1% | -1.6% | 0.71 | 1608 | 1.1 | -3% | -0.5% | 0.8% | 9%
Cc1ccc2[nH]nc(C(=O)N3CCCC(C(=O)c4ccc(Cl)cc4)C3)c2c1 (centres undefined) | 16% | 20% | -1.6% | 2 | 1489 | 1 | 26% | 1.4% | -2.7% | -9%
COC(=O)c1ccc(N=Cc2c(C(F)(F)F)[nH][nH]c2=O)cc1 | 2% | -6% | · | 0.88 | 1051 | 0.8 | -22% | 0.0% | 0.9% | 11%
Cc1noc(C)c1S(=O)(=O)N1CCN(c2ccc([N+](=O)[O-])cc2)CC1 | 1% | · | · | · | · | · | · | 0.0% | -0.4% | 7%
COC(=O)C(=Nc1ccccc1)/C(C(=O)C(=O)N(C)c1ccccc1)=C(\O)c1ccccc1 | -2% | · | · | 0.14 | 1179 | · | · | 0.6% | -0.2% | 15%
CCCC(=O)n1nc(-c2ccco2)nc1SCc1ccccc1 | -4% | -18% | · | -1.2 | 1205 | 0.9 | -6% | -0.6% | 2.9% | 4%
CCc1ccc(-n2c(=O)c3c(C)c(C(=O)N(C)C)sc3n(CC(=O)NCC3CCCO3)c2=O)cc1 (centres undefined) | -2% | 6% | -0.7% | -0.13 | 1307 | 1.1 | -1% | 0.0% | 0.0% | 8%
Cc1ccc(NC(=O)NCCN2CCN(c3ccccc3)CC2)cc1Cl | -3% | · | · | · | · | · | · | -0.3% | 0.2% | 8%
O=C(NNC(=O)c1cccc2ccccc12)c1ccccc1O | -1% | · | · | · | · | · | · | -0.7% | 0.7% | 16%
Cc1ccnc(NC(=O)CCC(=O)N(CC(=O)NC2CCCCC2)c2ccc3c(c2)OCO3)c1 | · | 4% | 2.1% | · | · | 1.1 | 4% | -0.2% | -0.1% | ·
CC(C)c1ccc(NC2CCCN(C(=O)c3ccnc(Cl)c3)C2)cc1 (centres undefined) | -4% | · | · | · | · | · | · | -0.5% | 3.0% | 13%
CCN(CC)C(=O)/C(=C/c1ccc(F)cc1)NC(C)=O | -11% | -2% | -1.3% | 0.17 | 1278 | 1.1 | -3% | -0.2% | 0.2% | 22%
O=C(Cc1ccc([N+](=O)[O-])cc1)Nc1ccc(O)cc1C(=O)O | 1% | -11% | 4.1% | -0.15 | 1430 | 1.1 | -6% | 0.3% | 1.3% | 11%
COc1cc(C(=O)Nc2ccc3c(c2)ncn3C)cc(OC)c1OC | -8% | · | · | · | · | · | · | ? | 0.3% | 12%
CCOC(=O)N1CCC(NC(=O)C2CCCN(S(C)(=O)=O)C2)CC1 (centres undefined) | -4% | -4% | 0.4% | -0.5 | 1525 | 1.1 | -3% | 0.6% | 0.9% | 1%
O=C(CSC1=Nc2ccccc2C2=NC(CC(=O)NCc3ccco3)C(=O)N12)NCc1ccco1 (centres undefined) | -3% | 5% | -0.9% | -0.34 | 794 | 1.3 | 7% | -0.1% | -0.9% | 17%
CCOC(=O)c1cc(C#N)c(SCC(=O)c2cc(C#N)c(SC)nc2C)[nH]c1=O | -19% | -71% | -1.7% | 0.43 | 1405 | 0.9 | -38% | 0.1% | 3.8% | 9%
O=C1c2ccccc2C(=O)N1CCc1ccccn1 | 0% | 6% | · | -0.03 | 1237 | 1.1 | 5% | 0.2% | 0.5% | -3%
O=C(NCCc1ccccc1)C1CCC(=O)N(CCCN2CCCC2=O)C1 (centres undefined) | 3% | · | · | · | · | · | · | 0.1% | 0.2% | 5%
CC1(C)CSC(=NCCc2ccccc2)N1C(=O)c1ccc(C#N)cc1 | -8% | 1% | -1.7% | -0.86 | 1267 | 0.7 | 9% | -0.8% | 0.1% | -7%
COc1cc(/C=N/NC(=O)C[n+]2ccccc2)cc(OC)c1OC | 8% | -4% | 2.0% | 0.25 | 1353 | 1.1 | -3% | -0.2% | 0.8% | 1%
Cc1ccc(NC(=S)N2CCC(NC(=O)c3ccc(C)cc3)CC2)cc1 | -4% | · | · | · | · | · | · | -0.5% | -0.1% | 5%
O=C(NC(=S)NNC(=O)c1cnccn1)c1ccc(F)cc1 | 23% | -14% | -1.1% | -0.15 | 991 | 2.8 | 30% | -0.6% | 1.0% | 13%
NS(=O)(=O)c1cccnc1Nc1cccc(Cl)c1Cl | -1% | 17% | -3.6% | -0.11 | 1622 | 0.7 | 18% | -0.2% | 3.1% | 3%
C=CCNC(=O)C1CCC(=O)N1S(=O)(=O)c1ccc(C)cc1 (centres undefined) | -4% | · | · | · | · | · | · | -0.3% | 1.3% | 8%

Continuation:
SMILES | PhoP inhibition | human PMI inhibitors | ER stress rescue | Ins promoter up | Ins promoter up cell count | TNAP activators | human PMI inhibition | West Nile antiviral | RSV CPE inhibition | Large T inhibition
COC(=O)c1c(NC(=O)CN2CCOCC2)sc2c1CCC(C)C2 (centres undefined) | -3% | 9% | 0.4% | -0.52 | 1341 | 1.1 | 4% | 0.1% | 6.2% | 13%
O=[N+]([O-])c1cc(-c2cnc3ccccc3n2)ccc1Oc1ccc(Cl)cc1 | 8% | 8% | 0.2% | 0.37 | 1401 | 1.1 | 6% | -0.3% | 2.9% | 19%
COc1ccc2[nH]cc(C3N4CC5(C)CN3CC(C)(C4)C5=O)c2c1 (centres undefined) | -8% | 3% | · | 0.04 | 1152 | 1.1 | 5% | -0.3% | 0.1% | 2%
O=C(NN1C(=O)c2ccccc2C1=O)c1ccc2c(c1)C(=O)N(CC1CCCO1)C2=O (centres undefined) | -1% | · | · | -0.15 | 992 | · | · | 0.1% | 0.4% | 12%
COC(=O)C(C(=O)OC)C(C[N+](=O)[O-])c1ccc(OC)c(OC)c1 (centres undefined) | 8% | -1% | 1.3% | -0.01 | 1545 | 1.1 | -1% | 0.9% | 2.5% | 10%
O=C(NCCOc1ccccc1)c1ncn[nH]1 | -13% | -8% | -0.5% | -0.32 | 1256 | 1 | 3% | -0.1% | -0.9% | 7%
O=Cc1cn(CC(=O)N2CCCCC2)c2ccccc12 | -7% | -3% | -0.4% | 0.03 | 1379 | 1.1 | -6% | -0.1% | 2.1% | 23%
O=C1C(CSCc2ccccc2)NC(=S)N1c1ccccc1 (centres undefined) | 0% | · | · | 0.19 | 953 | · | · | 1.2% | 0.7% | 29%
CC(=O)Nc1ccc(S(=O)(=O)NCCC(=O)Nc2cccc(Cl)c2)cc1 | -4% | · | · | · | · | · | · | 0.7% | 2.5% | 13%
Cc1ccccc1CN1C(=O)C(C)S/C1=N/N=C/c1ccco1 (centres undefined) | 3% | · | · | 0.49 | 1073 | · | · | 0.3% | 6.6% | 7%
COc1cc(/C=N/Nc2nc3ccccc3s2)ccc1O | -9% | · | · | -0.19 | 924 | · | · | 1.1% | -2.0% | 20%
COc1cc(-c2cc3nc4ccccc4n3c(N)c2C#N)cc(OC)c1OC | -7% | · | · | -1.7 | 966 | · | · | 0.6% | 13% | 8%
Cc1nn(C(=O)N2CCOCC2)c(C)c1C | 2% | -2% | -2.3% | · | · | 1.1 | 0% | -0.1% | 0.8% | -2%
COc1nc(-c2ccccc2)nc(C)c1CC(=O)O | 6% | 6% | 0.2% | 0.83 | 1481 | 1.1 | 8% | -0.1% | -1.1% | -1%
N#Cc1ccccc1Cn1c(-c2cscn2)nc2ccccc21 | -4% | -3% | -2.2% | 1.3 | 831 | 1.1 | 2% | -0.6% | 0.8% | 25%
Cn1c(=O)c(C(=O)Nc2ccccc2S(N)(=O)=O)c(O)c2ccccc21 | 1% | · | · | -0.13 | 1407 | · | · | 0.0% | 0.1% | 9%
COc1cc(CNCCO)ccc1OCC(=O)Nc1ccc(Br)cc1 | 4% | 20% | 0.8% | 0.14 | 1815 | 1 | 17% | · | -2.5% | 9%
COc1cc(N2CCCC2)c(OC)cc1/C=C(/C#N)c1ccc(Br)cc1 | -10% | 14% | -1.9% | · | · | 0.9 | 12% | -0.8% | 9.2% | 3%
Cc1cc(NC(=O)c2cccc(C)c2[N+](=O)[O-])no1 | 0% | · | · | · | · | · | · | 0.4% | 1.2% | 9%
O=S(=O)(N/N=C/c1ccccc1F)c1ccccc1 | 5% | -18% | -0.3% | -0.09 | 1386 | 1 | -83% | -0.4% | -2.1% | 7%
COc1ccc(-c2nn(-c3ccccc3)cc2/C=C/C(=O)OCC(=O)Nc2ccccc2C#N)cc1 | -7% | -3% | -0.1% | 0.73 | 1372 | 1.1 | -1% | -1.4% | 3.8% | 5%
Cc1cc(NC(=O)c2ccc(C)c([N+](=O)[O-])c2)no1 | -4% | 6% | -1.7% | 0.09 | 1193 | 0.9 | 2% | 0.3% | 1.2% | 1%
CCCCN(C(=O)CSCc1c(C)noc1C)c1c(N)n(CCC)c(=O)[nH]c1=O | -4% | · | · | · | · | · | · | 0.0% | 0.4% | 9%
CCN(CC)S(=O)(=O)c1cccc(NC2=NCCCCC2)c1 | 10% | · | · | 0.27 | 1133 | · | · | 1.0% | -1.3% | 2%
CC(O)CNCCNCc1c(OCc2ccccc2)ccc2ccccc12 (centres undefined) | 33% | 10% | -1.7% | 0.49 | 721 | 1.1 | 3% | -0.8% | 1.5% | -2%
COc1ccc(NC(=O)C(Br)C(C)C)cc1 (centres undefined) | 2% | -6% | -0.1% | 0 | 1459 | 1 | -5% | 0.5% | -0.8% | 3%
c1cc(C(c2nnnn2C2CCCC2)N2CCOCC2)ccn1 (centres undefined) | -8% | -57% | -2.0% | 0.18 | 1363 | 1.1 | -32% | 0.3% | 2.2% | 4%
COc1ccc(-c2nc(CS(=O)CC(=O)NC3CCCCCC3)c(C)o2)cc1 (centres undefined) | -10% | · | · | · | · | · | · | -0.6% | 1.2% | 9%
C=CCNc1cnn(-c2ccccc2)c(=O)c1Cl | 1% | 5% | 0.3% | 0.02 | 1497 | 1.1 | -3% | -0.2% | 0.0% | 7%

Shown with values under each structure: 5 of the compounds above
Results follow in this order: PhoP inhibition | human PMI inhibitors | ER stress rescue | Ins promoter up | Ins promoter up cell count | TNAP activators | human PMI inhibition | West Nile antiviral | RSV CPE inhibition | Large T inhibition
O=C(CSC1=Nc2ccccc2C2=NC(CC(=O)NCc3ccco3)C(=O)N12)NCc1ccco1 (centres undefined)
  -3% | 5% | -0.9% | -0.34 | 794 | 1.3 | 7% | -0.1% | -0.9% | 17%
CCOC(=O)c1cc(C#N)c(SCC(=O)c2cc(C#N)c(SC)nc2C)[nH]c1=O
  -19% | -71% | -1.7% | 0.43 | 1405 | 0.9 | -38% | 0.1% | 3.8% | 9%
O=C1c2ccccc2C(=O)N1CCc1ccccn1
  0% | 6% | · | -0.03 | 1237 | 1.1 | 5% | 0.2% | 0.5% | -3%
O=C(NCCc1ccccc1)C1CCC(=O)N(CCCN2CCCC2=O)C1 (centres undefined)
  3% | · | · | · | · | · | · | 0.1% | 0.2% | 5%
CC1(C)CSC(=NCCc2ccccc2)N1C(=O)c1ccc(C#N)cc1
  -8% | 1% | -1.7% | -0.86 | 1267 | 0.7 | 9% | -0.8% | 0.1% | -7%
